From PubChem
TNF necrop inh: blocks TNF-alpha induced death of Jurkat FADD-/- cells | Jurkat FADD-/- TNF necroptosis rescue, ATP luminescence, 24 h; 0 = TNF only, 100 = no-TNF cells | activation (protection from cell death), % at 10 µM | 220,000 tested, 0.068% active | AID 463075;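 active = activation, meaning protection from cell death, of at least 50% relative to plate controls; inactive = activation below 50%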;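 note: necroptosis triggered by 40 ng/mL TNF-alpha added together with compound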
TRPML3 agonist: agonists of human TRPML3 channel; AID 1448; activation, % at 3 µM; 220,000 tested, 0.29% active; Q8TDD5; HEK293 TRPML3-YFP, Fluo-8 calcium fluorescence; 100% = the carbachol control signal;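 active = activation above its plate's cutoff, the mean activation of the plate's test wells plus 3 SD, cut at about 12% in these data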;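 note: 0% = DMSO only wells and 100% = carbachol wells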
Target sequence (Q8TDD5 whole entry, looked up): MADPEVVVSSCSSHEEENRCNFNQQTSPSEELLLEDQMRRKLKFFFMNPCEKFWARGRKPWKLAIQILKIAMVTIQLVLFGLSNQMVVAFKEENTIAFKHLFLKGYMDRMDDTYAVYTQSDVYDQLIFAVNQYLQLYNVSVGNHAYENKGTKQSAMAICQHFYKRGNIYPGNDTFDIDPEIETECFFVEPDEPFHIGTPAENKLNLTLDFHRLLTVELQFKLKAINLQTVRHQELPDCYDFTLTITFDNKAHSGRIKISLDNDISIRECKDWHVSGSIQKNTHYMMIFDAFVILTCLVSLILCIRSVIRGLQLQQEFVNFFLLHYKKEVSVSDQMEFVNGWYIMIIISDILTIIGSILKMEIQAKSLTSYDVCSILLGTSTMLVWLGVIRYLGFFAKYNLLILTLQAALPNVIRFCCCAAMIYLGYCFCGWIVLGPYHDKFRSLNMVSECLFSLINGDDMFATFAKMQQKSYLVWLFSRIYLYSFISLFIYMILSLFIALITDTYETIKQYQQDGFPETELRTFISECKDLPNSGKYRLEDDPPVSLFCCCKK
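Material: HEK293 cells stably carrying human TRPML3-YFP; compound dosing: single dose, 3 µM final nominal compound, 0.3% DMSO final; incubation: 1-h 37 °C dye load, 5-s basal, 120-s post-compound reads; technique: Fluo-8 intracellular calcium fluorescence, excitation 470-495 nm, emission 515-575 nm; read-out basis: percent activation from peak-to-basal fluorescence ratio, scaled between DMSO and carbachol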
EBV gp42 inh: inhibitors of Epstein-Barr virus glycoprotein 42; Fluorescence polarization binding assay, mP read-out; 220,000 tested, 0.42% active; Q1HVG2; inhibition, % (tested at 21.74 µM); in the data active = inhibition above about 50%
zfTRPN1 agonist: agonists of zebrafish TRPN1 channel. HEK293 zebrafish TRPN1-YFP, Fluo-8 calcium fluorescence; 100% = response to 87 µM carbachol. activation, % at 3 µM. 220,000 tested, 0.18% active;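 active = activation above its plate's cutoff, the mean activation of test wells on that plate plus 3 SD, cut at about 19% in these data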;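 note: 0% = DMSO alone and 100% = 87 µM carbachol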
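System: zebrafish TRPN1-YFP in HEK293 cells / Dosing: 3 µM single point / Timing: dye loading 1 h at 37 °C, then 30 min room temperature / Signal: Fluo-8 calcium fluorescence, excitation 470-495 nm, emission 515-575 nm / Read-out basis: percent activation from peak over basal fluorescence ratio, control-normalized / Control set: high carbachol 87 µM, low DMSO alone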
PPC-1+TRAIL kill: compounds killing PPC-1 cancer cells with TRAIL present (potentiator screen, no TRAIL-free arm); PPC-1 cells + TRAIL, ATPLite viability luminescence; cell killing (% activity), % at 4 µM; 220,000 tested, 0.41% active; AID 1443;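 active = cell killing above 50% in the first pass at 4 µM, then a duplicate retest at 5 µM averaging 50% or more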;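 note: plate controls were cells with TRAIL plus DMSO for no effect and medium-only wells lacking cells for full effect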
MDM2 E3 inh: Mdm2 E3 ligase (human) inhibition; Q00987; cell-based MDM2 ubiquitination luciferase reporter, 2 h; 0 = plate control, 100 = twice control, blank-subtracted; signal enhancement, % at 5 µM; 210,000 tested, 0.11% active;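 active = signal enhancement of 30% or more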;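 note: luminescence tracks abundance of the self-degrading MDM2-luciferase fusion protein; higher signal means inhibition of MDM2 E3 ligase activity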
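Test system: stable mammalian line carrying autodegrading MDM2–luciferase fusion reporter; quantity: 2000 cells in each well; times: 4 h cell settling then 2 h compound exposure, 37 °C; detection: luminescence with SteadyLite reagent, 15 min at room temperature; evaluation: percent signal gain over controls, blank-subtracted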
CHOP inh: inhibitors of CHOP induction in ER stress response | CHO-K1 CHOP-promoter luciferase, tunicamycin-induced, 15-18 h | inhibition, % at 10 µM | 220,000 tested, 3.8% active | AID 2732;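 active = compounds that reduced the stress-induced luciferase reporter signal by more than about 70% of percent inhibition, limit read from the data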;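 note: 0% = tunicamycin plus vehicle and 100% = wells without tunicamycin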
Runt-SMMHC FRET: Runt domain-CBFb-SMMHC interaction inhibition. Q01196+Q13951. Cerulean-Runt/Venus-CBFb-SMMHC FRET ratio 530/480, 1 h. inhibition, % at 20 µM. 220,000 tested, 0.74% active. AID 1434;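 active = mean inhibition across duplicate retests at 20 µM reaching about 50%, limit read from the data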;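 note: 0% = DMSO wells and 100% = wells with excess untagged CBFb-SMMHC; inhibitors lower the FRET ratio by blocking Runt binding to CBFb-SMMHC; some results filed as inactive read as strong as hits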
p47phox inh: inhibitors of human p47phox binding; P14598; p47phox/p22phox peptide binding, fluorescence polarization, 2 h; inhibition, % at 24.7 µM; 220,000 tested, 0.53% active; AID 1274;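 active = inhibition above about 30%, limit read from the data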;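 note: 0% = p47phox with labelled peptide and 100% = labelled peptide alone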
Target sequence (P14598 whole entry, looked up): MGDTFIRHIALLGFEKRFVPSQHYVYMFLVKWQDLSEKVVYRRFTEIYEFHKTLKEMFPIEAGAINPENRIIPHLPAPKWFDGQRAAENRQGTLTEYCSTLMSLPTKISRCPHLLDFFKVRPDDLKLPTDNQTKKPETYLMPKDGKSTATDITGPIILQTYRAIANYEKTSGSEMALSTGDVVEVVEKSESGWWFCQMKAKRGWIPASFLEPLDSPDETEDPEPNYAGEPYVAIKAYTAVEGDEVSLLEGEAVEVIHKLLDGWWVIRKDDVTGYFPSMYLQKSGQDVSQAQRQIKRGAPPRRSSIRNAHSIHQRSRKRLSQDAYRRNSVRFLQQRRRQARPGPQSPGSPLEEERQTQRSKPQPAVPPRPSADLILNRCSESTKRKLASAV
* = called active by the depositor; x = not tested or not shown.

SMILES | TNF necrop inh | TRPML3 agonist | EBV gp42 inh | zfTRPN1 agonist | PPC-1+TRAIL kill | MDM2 E3 inh | CHOP inh | Runt-SMMHC FRET | p47phox inh
COc1c(C)cc(C(=O)C2CCCN(C(=O)CCc3scnc3C)C2)cc1C (configuration not stated) | -0.4 | 2.6 | -9 | 5.1 | 20 | -12 | 14 | -8 | -3
Cc1onc(-c2c(F)cccc2Cl)c1C(=O)NCCc1ccc(S(N)(=O)=O)cc1 | 0.3 | 0.5 | -10 | 2.3 | 17 | 10 | -6 | -8 | -9
CCCC(=O)N1CCCC(c2nc(-c3cccs3)no2)C1 (configuration not stated) | -0.3 | 1.4 | -26 | -0.2 | -10 | -12 | -32 | 0 | -4
CCOC(=O)Cc1csc(NC(=O)CN2C(=O)c3ccccc3C2=O)n1 | 5.4 | 0.3 | -14 | 1.2 | 16 | -2 | 6 | -2 | -9
CCOC(=O)C1=C(CC)Nc2ccccc2N=C1NC(=O)CCN1C(=O)C2CCCCC2C1=O (configuration not stated) | -0.4 | 0.1 | -7 | 1.6 | 5 | 2 | 3 | 4 | -9
CN1CCN(c2ccc([N+](=O)[O-])c(-n3nc(-c4ccccc4)c4ccccc4c3=O)c2)CC1 | -4.1 | 1.0 | -7 | 0.1 | -2 | -13 | -1 | -6 | -14
Cn1/c(=N/NC(=O)c2cccc(OC(F)F)c2)sc2ccccc21 | -0.4 | -0.2 | -8 | -0.1 | 24 | -3 | 13 | 0 | -28
Cc1cc(=O)oc2cc(OCC(=O)Nc3cccc(S(=O)(=O)N(C)C)c3)ccc12 | 0.7 | -0.2 | -8 | -0.8 | 16 | -13 | 21 | -2 | 31*
CCSc1ncnc2c1sc1nc3c(cc12)COC(C)(C)C3 | 1.7 | 1.0 | -4 | 1.3 | -15 | x | 36 | -1 | 1
CC(C)C(NC(=O)C1CCCCC1)C(=O)NCCc1ccccc1 (configuration not stated) | -0.6 | 0.8 | -16 | -0.6 | 5 | -6 | 16 | 1 | -4
COc1cccc(OC)c1C(=O)NN1CCCCC1 | -1.8 | -0.6 | -4 | 0.4 | 7 | 2 | 6 | -1 | -13
O=C(O)c1cc(S(=O)(=O)N2CCCCCC2)ccc1Cl | 0.4 | 0.6 | -6 | 0.6 | 13 | -8 | 8 | 2 | -1
CC1CC1C(=O)OCC(=O)Nc1ccc(N=Nc2ccccc2)cc1 (configuration not stated) | 2.8 | 0.4 | -17 | 0.6 | 2 | -14 | 44 | -4 | -19
CCCCNC(=O)Cn1cnc2sc(C(=O)OCC)c(C)c2c1=O | -0.1 | -0.1 | -10 | 0.4 | 11 | -11 | -12 | 2 | -3
O=C(COC(=O)C1=Cc2ccccc2OC1)NC1CCCC1 | -0.5 | 0.8 | -2 | 1.1 | 11 | -4 | 4 | 2 | -5
Cc1ccc(C(=O)CSc2nc3ccccc3c(=O)n2N)o1 | -0.7 | 1.1 | -13 | 0.5 | 15 | -3 | 50 | -3 | 5
Cc1cc(NC(=O)C2CCCCC2)ncc1NC(=O)c1ccccn1 | 1.4 | 0.7 | -5 | 3.4 | 6 | -6 | -18 | 1 | -1
CC(C)c1ccc(/C=N/n2nnnc2Nc2ccccc2)cc1 | 0.3 | 0.6 | -4 | 1.9 | 14 | -8 | 32 | -5 | -2
Cc1cc(NC(=O)COC(=O)CCC(=O)c2ccc(F)cc2)no1 | -0.1 | 0.3 | -35 | 0.1 | 21 | -10 | -4 | -9 | -9
CCOc1ccc(N=c2scc(-c3ccccc3)n2CCO)cc1 | -0.9 | 1.0 | -12 | 1.0 | -4 | -21 | 24 | -2 | -7
O=C(Nc1ccccc1F)Nc1cccc2ccc(O)cc12 | -3.7 | 0.9 | 3 | 2.5 | 20 | x | 18 | -1 | 4
COc1ccccc1-c1ccc(=O)n(CC(=O)NCC2CCCO2)n1 (configuration not stated) | 0.1 | -0.8 | -7 | 0.5 | -1 | -8 | 9 | -1 | -1
O=S(=O)(c1ccc(Br)cc1)n1ccc2ccccc21 | -0.3 | -0.6 | -8 | -2.2 | 15 | -1 | 57 | -4 | -10
Cc1ccc2c(c1)nnn2C1CCN(CC(=O)NCCc2ccccc2)CC1 | -1.7 | 0.4 | 3 | 1.6 | 19 | 0 | 23 | -1 | -6
COc1cc(CC(=O)OCC(=O)Nc2ccc3c(c2)OCO3)cc(OC)c1OC | -0.9 | -0.1 | 9 | 1.2 | 24 | 6 | 6 | -5 | 1

Arranged by count of non-hydrogen atoms (highest first): part of the list above
SMILES | TNF necrop inh | TRPML3 agonist | EBV gp42 inh | zfTRPN1 agonist | PPC-1+TRAIL kill | MDM2 E3 inh | CHOP inh | Runt-SMMHC FRET | p47phox inh
CN1CCN(c2ccc([N+](=O)[O-])c(-n3nc(-c4ccccc4)c4ccccc4c3=O)c2)CC1 | -4.1 | 1.0 | -7 | 0.1 | -2 | -13 | -1 | -6 | -14
Cc1cc(=O)oc2cc(OCC(=O)Nc3cccc(S(=O)(=O)N(C)C)c3)ccc12 | 0.7 | -0.2 | -8 | -0.8 | 16 | -13 | 21 | -2 | 31*
COc1c(C)cc(C(=O)C2CCCN(C(=O)CCc3scnc3C)C2)cc1C (configuration not stated) | -0.4 | 2.6 | -9 | 5.1 | 20 | -12 | 14 | -8 | -3
CCOC(=O)Cc1csc(NC(=O)CN2C(=O)c3ccccc3C2=O)n1 | 5.4 | 0.3 | -14 | 1.2 | 16 | -2 | 6 | -2 | -9
CCCCNC(=O)Cn1cnc2sc(C(=O)OCC)c(C)c2c1=O | -0.1 | -0.1 | -10 | 0.4 | 11 | -11 | -12 | 2 | -3
CCSc1ncnc2c1sc1nc3c(cc12)COC(C)(C)C3 | 1.7 | 1.0 | -4 | 1.3 | -15 | x | 36 | -1 | 1

Continuation:
SMILES | TNF necrop inh | TRPML3 agonist | EBV gp42 inh | zfTRPN1 agonist | PPC-1+TRAIL kill | MDM2 E3 inh | CHOP inh | Runt-SMMHC FRET | p47phox inh
COCC(=O)N(C)c1nnc(-c2ccccn2)s1 | -1.1 | 0.5 | -14 | 1.1 | 25 | -6 | -3 | 0 | -5
Cc1n[nH]c(=O)nc1N/N=C/c1cccs1 | -6.4 | 0.2 | -4 | 0.8 | 12 | -26 | -16 | -1 | -3
Cc1ccc(OCCn2cc(C(=S)N3CCCC3)c3ccccc32)cc1C | -16 | -1.2 | -17 | -0.1 | -8 | 2 | 44 | -3 | -76
CC12CC(NC(=O)N1c1ccc(C(=O)N3CCN(c4ccccn4)CC3)cc1)c1ccccc1O2 (configuration not stated) | -2.4 | 1.4 | -9 | 0.2 | -3 | -2 | 4 | 7 | -4
CCCCCCOc1ccc(N2C(=O)CC(N3CCC(C(=O)OCC)CC3)C2=O)cc1 (configuration not stated) | -2.3 | 0.5 | 4 | 1.0 | 4 | 3 | 26 | -6 | -13
CCn1nnnc1SCC(=O)Nc1nc(C)c(C)s1 | 0.1 | -0.7 | 0 | 1.8 | 28 | 6 | 6 | -2 | 3
CCCCC(=O)Nc1ccc2c(c1)nc1n2CCN(CCOC)C1 | 1.8 | 0.9 | -11 | 1.7 | 4 | -10 | 3 | -12 | 0
COc1ccc(C(=O)Nn2c(SCc3ccc([N+](=O)[O-])cc3)nc3ccccc3c2=O)cc1 | 0.6 | 1.2 | -5 | 2.2 | 5 | -28 | 42 | -2 | -6
COc1ccc(-c2cc(C(=O)Nc3cc(OC)c(OC)c(OC)c3)no2)cc1OC | -8.4 | 1.2 | -20 | -0.9 | 25 | -23 | 18 | -2 | 3
CCc1ccc(NC(=O)Cc2cn(C)c3ccccc23)cc1 | 1.0 | 0.1 | -10 | -0.7 | 20 | -7 | 30 | 3 | -7
OC1CCN(C(=S)NCCc2ccccc2)CC1 | 0.1 | 0.9 | -27 | -0.1 | 13 | -11 | 19 | -2 | -10
CCN(CC)C(=O)CC(c1ccc(N(C)C)cc1)c1c(OC)cc(OC)c2c(-c3ccccc3)cc(=O)oc12 (configuration not stated) | -1.7 | x | -7 | x | -14 | 5 | 14 | 8 | -2
C/C(=N\NC(=S)NCc1ccccc1)c1ccco1 | -1.8 | 0.4 | -10 | -1.4 | 2 | 2 | -6 | 0 | 0
CCN(CC)Cc1c(O)ccc2c([N+](=O)[O-])c(C)n(-c3ccc(OC)cc3)c12 | 5.6 | 0.6 | 8 | 1.2 | -6 | -16 | 43 | -3 | -6
Cc1cc(C)cc(N(C(=O)C2CCCC2)C2C=CS(=O)(=O)C2)c1 (configuration not stated) | 0.5 | -0.2 | -14 | 0.2 | 3 | 0 | -15 | -4 | -4
O=C(O)COCC(=O)Nc1ccc(-n2nc(C(F)(F)F)cc2-c2cccs2)cc1 | 0.5 | 0.5 | -2 | 0.9 | 18 | -10 | -6 | 0 | -3
Cc1nc2ccccn2c1C(=O)c1ccccc1 | -3.3 | 0.3 | -2 | 1.4 | -6 | -3 | 12 | -2 | 6
CC(C)OC(=O)c1cccc(C(=O)Oc2ccc(Br)cc2)n1 | -1.1 | -1.1 | 2 | 0.3 | 31 | -6 | 31 | 1 | 5
O=C(O)CCCC(=O)Nc1c(F)c(F)c(F)c(F)c1F | 0.8 | 0.8 | -2 | -1.0 | -1 | -18 | 20 | -2 | -13
Cc1cc(N2CCN(C)CC2)nc2ccc(NC(=S)N3CCN(c4ccc(F)cc4)CC3)cc12 | -15 | 1.1 | -2 | 0.4 | 8 | -5 | 13 | 3 | -15
CN(Cc1ccccc1NS(=O)(=O)c1ccc2ccccc2c1)C1CCCCC1 | -1.0 | 0.0 | -11 | -1.5 | 0 | -7 | 10 | 2 | 3
Cc1ccc(/C=C/C(=O)NCC2COc3ccccc3O2)o1 (configuration not stated) | -2.7 | 1.0 | -3 | 1.9 | 14 | -17 | -66 | 26 | -5
CCN(CC)CCNC(=O)c1ccc(Cl)c(S(=O)(=O)Nc2ccc(Cl)cc2)c1 | 1.3 | -0.1 | -19 | 0.6 | -26 | -5 | 20 | -4 | 10
CC(=O)Nc1ccc(C2=NN(C)C(=NCc3ccccc3)SC2)cc1 | -4.6 | 0.8 | 2 | 4.3 | 11 | -12 | -12 | 0 | 1
Cn1c(N2CCOCC2)nc2c1c(=O)n(Cc1ccc(Cl)c(Cl)c1)c(=O)n2C | -2.1 | 1.1 | -2 | 1.3 | 8 | 13 | 40 | -3 | -3
O=C(Nc1ccc(N2CCOCC2)c(Cl)c1)c1ccc(Br)o1 | -6.7 | 0.7 | -2 | 3.0 | 33 | -4 | x | 0 | -4
O=C(O)Cn1cc(C(=O)C(F)(F)F)c2ccccc21 | 0.2 | 0.5 | -23 | 0.4 | 5 | 6 | 15 | -2 | -10
CSCCC1NC(=O)N(CC(=O)Nc2ccc(-c3ccccc3)cc2)C1=O (configuration not stated) | 2.1 | 0.7 | -6 | -0.8 | 6 | -7 | -10 | -1 | -12
